DLD1 CTGF mRNA: YAP1 pathway inhibitors via CTGF transcript, primary screen, DLD1 colon cancer cells, RT-qPCR, single point (AID 743449). DLD1 CTGF mRNA qPCR, 24 h; hits give high values. inhibition, % at 12.5 µM. 9,900 tested, 0.9% active;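 active means mean normalized replicate activity at least 50 and at least half of replicates each reaching 50; inconclusive means only one of the two criteria met; inactive means neither criterion met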;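 further: 0% = neutral control wells and 100% = dasatinib control wells; higher means stronger suppression of CTGF expression like dasatinib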
Pax4 gene expression: activators of Pax4 gene expression, primary screen, RT-PCR, mouse alpha TC1 cells, single point (AID 1053180) | mouse alpha TC1 cells, Pax4 mRNA qPCR, 6 days; hits give high values; 100% = Pax4 plasmid added at qPCR | activation, % at 10 µM | 9,600 tested, 0.2% active;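 active means highest normalized replicate activity of 15 or more, or at least half the replicates reach 15 or more; inactive means neither condition met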;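 further: pax4 Ct normalized to GAPDH with activation seen as lower delta delta Ct; plate controls were plate neutral control wells for no effect and Pax4 plasmid positive control for full effect; each compound tested in two replicate wells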
Starred values were filed as active, the others as inactive; ? = inconclusive; . = not tested or not shown; & = joins results of further samples.

SMILES | DLD1 CTGF mRNA | Pax4 gene expression
CN(C)CC(=O)Nc1ccc2c(c1)C(=O)N(C)[C@H]1CC[C@H](CC(=O)Nc3cccc(Cl)c3)O[C@@H]1CO2 | -8 | 0.0
O=C1CCC(=O)N[C@H](c2ccc3c(c2)OCO3)C/C=C\CCN1 | 0 | 0.0
CC(C)NC(=O)N1Cc2cc(C(=O)NC3Cc4ccccc4C3)nc(-c3cccc(-c4cccnc4)c3)c2[C@@H]1CCO | -34 | 0.2
COc1ccc(S(=O)(=O)Nc2ccc3c(c2)C(=O)N([C@H](C)CO)C[C@H](C)[C@H](CN(C)C(=O)Nc2c(C)noc2C)OCCCC[C@H](C)O3)cc1 | 4 | 0.0
CO[C@H]1CN(C)C(=O)c2ccc(NS(=O)(=O)CC(F)(F)F)cc2OC[C@@H](C)N(Cc2nccs2)C[C@@H]1C | 12 | 0.0
CCCNC(=O)N1[C@H](CO)[C@@H](c2ccccc2-c2ccccc2F)[C@@H]1C#N | -16 | 0.0
CCCNC(=O)N1C[C@H](O)COC[C@H]2O[C@H](CC(=O)OC)CC[C@@H]21 | -21 | 0.0
C[C@@H]1CN([C@@H](C)CO)C(=O)CCCn2nncc2CO[C@@H]1CN(C)S(=O)(=O)c1ccccc1C#N | ? | 0.0
C[C@@H]1CN([C@@H](C)CO)C(=O)CCCn2nncc2CO[C@H]1CN(C)C(=O)CCC(F)(F)F | -11 | 0.0
COc1ccccc1S(=O)(=O)N1[C@@H]2CNC[C@H]1C2c1ccc(-c2ccncc2)cc1 (stereo partly specified) | 15&11 | 0.0&0.0
COc1ccccc1NC(=O)N1[C@@H]2CNC[C@H]1C2c1ccc(-c2ccccc2C)cc1 (stereo partly specified) | -12 | 0.0
CO[C@@H]1CN(C)C(=O)c2ccc(NC(=O)c3ccccc3F)cc2OC[C@H](C)N(C)C[C@@H]1C | 32 | 0.0
C[C@@H]1CN([C@H](C)CO)C(=O)CCCn2cc(nn2)CO[C@H]1CN(C)C(=O)Nc1cccc(C(F)(F)F)c1 | 1 | 0.0
CN(C)C(=O)c1cccc(-c2ccc3c(c2)[C@H]2[C@H](CCN2C(=O)Cc2ccccc2)[C@@H](CO)N3)c1 | 8 | 0.0
OC[C@@H]1[C@@H](c2ccccc2)C2(CN(Cc3cc(F)ccc3F)C2)N1CC1CCCC1 | 4 | .
CO[C@@H]1CN(C)C(=O)c2cc(NC(=O)NC(C)C)ccc2OC[C@H](C)N(Cc2ccccc2)C[C@@H]1C | -1 | 0.0
O=C(C[C@@H]1C[C@H]2c3cc(NC(=O)C4CCOCC4)ccc3O[C@H]2[C@H](CO)O1)NCc1cccnc1 | -9 | 0.0
CNC[C@@H]1OCCCC[C@@H](C)Oc2ccc(NS(=O)(=O)c3ccc(F)cc3)cc2C(=O)N([C@@H](C)CO)C[C@@H]1C | -8 | 0.0
Cc1ccc(S(=O)(=O)N(C)C[C@H]2Oc3c(NS(C)(=O)=O)cccc3C(=O)N([C@H](C)CO)C[C@H]2C)cc1 | 18 | 0.0
COCC(=O)Nc1ccc2c(c1)[C@@H]1C[C@H](CC(=O)N3CCOCC3)O[C@@H](CO)[C@@H]1O2 | 3 | 0.0
N#C[C@H]1[C@@H](c2ccccc2C2=CCCCC2)[C@@H](CO)N1C(=O)CN1CCOCC1 | -49 | 0.0
COc1ccc2c3c([nH]c2c1)[C@H](CO)N(Cc1nccs1)CC31CCN(Cc2cccnc2)CC1 | -14 | 0.3
O=C(C1CCOCC1)N1CC(=O)N2[C@H](CO)[C@@H](c3ccc(C#CCc4ccccc4)cc3)[C@H]2C1 | 17 | 0.0
C[C@@H]1CN([C@H](C)CO)C(=O)c2cc(NC(=O)NC3CCCCC3)ccc2O[C@@H]1CN(C)S(C)(=O)=O | 4 | 0.0
C[C@@H]1CCCCO[C@H](CN(C)Cc2ccncc2)[C@H](C)CN([C@@H](C)CO)C(=O)c2cc(NS(=O)(=O)c3ccc(Cl)cc3)ccc2O1 | 2 | 0.0
C[C@H]1CN([C@@H](C)CO)C(=O)c2ccccc2-c2ccccc2CO[C@@H]1CN(C)C(=O)NC1CCCCC1 | -15 | 0.0
CO[C@@H]1CC[C@@H]2CCOc3c(C#N)cccc3C(=O)N(C)C[C@@H](OC)[C@@H](C)C(=O)N(C)C[C@@H]1O2 | -33 | 0.0
O=C(C[C@H]1CC[C@H]2[C@@H](COC[C@@H](O)CN2Cc2ccc(Oc3ccccc3)cc2)O1)N1CCN(c2ccccc2)CC1 | -6 | 0.2
O=C(C[C@@H]1C=C[C@H](NC(=O)Cc2cccnc2)[C@H](CO)O1)NCc1ccc2c(c1)OCO2 | 0 | 0.0
COc1ccc(S(=O)(=O)N(C)C[C@H]2Oc3ccc(NC(=O)Nc4ccc(C(F)(F)F)cc4)cc3C(=O)N([C@@H](C)CO)C[C@H]2C)cc1 | -51 | 0.0
O=C(c1ccncc1)N1C[C@H]2[C@@H](c3ccccc31)[C@H](CO)N2Cc1ccccc1F | 0 | 0.0
CCS(=O)(=O)N1CC2(CN(CC3CCOCC3)[C@@H](CO)c3c2c2ccc(OC)cc2n3C)C1 | -25 | 0.0
Cc1noc(C)c1NC(=O)N(C)C[C@@H]1Oc2ccc(NC(=O)Cc3cn(C)c4ccccc34)cc2CC(=O)N([C@@H](C)CO)C[C@H]1C | -15 | 0.0
CO[C@H]1CN(C)C(=O)c2cc(NC(=O)NC3CCCCC3)ccc2OC[C@@H](C)N(CC2CCOCC2)C[C@@H]1C | -14 | 0.0
O=C1CCCc2cnnn2COCCN1 | 19 | 0.0
CC(C)C#Cc1ccc([C@@H]2[C@@H](CO)N3C(=O)CN(S(=O)(=O)c4ccccc4)C[C@H]23)cc1 | 17 | 0.0
C[C@@H]1CN([C@H](C)CO)C(=O)c2cc(NC(=O)Cn3cnnn3)ccc2O[C@H]1CN(C)C(=O)Nc1ccc2c(c1)OCO2 | -26 | 0.0
COc1ccccc1NC(=O)N[C@@H]1CC[C@@H](CCNS(=O)(=O)c2ccc(Cl)cc2)O[C@@H]1CO | 27 | 0.0
C[C@H]1CN([C@@H](C)CO)C(=O)CCCn2cc(nn2)CO[C@H]1CN(C)S(=O)(=O)c1cccc(C#N)c1 | -24 | 0.0
COc1cccc(-c2ccc([C@H]3[C@H](C#N)N(C(=O)Cc4ccncc4)[C@H]3CO)cc2)c1 | -34 | 0.0
CC(C)[C@H]1COCc2cn(nn2)CCC[C@H](C)C(=O)N1 | -16 | 0.0
O=C(c1ccc2c(c1)OCO2)N1C[C@@H]2[C@H](c3ccccc31)[C@H](CO)N2C(=O)CC1CC1 | 5 | 0.0
C[C@H]1CN([C@@H](C)CO)C(=O)CCCn2nncc2CO[C@H]1CN(C)C(=O)c1cc(-c2ccccc2)on1 | 12 | 0.0
CCC(=O)Nc1ccc2c(c1)C(=O)N(C)C[C@@H](OC)[C@H](C)CN(C(=O)Cc1cccnc1)[C@H](C)CO2 | 0 | 0.0
CCCNC(=O)Nc1ccc2c(c1)C(=O)N(C)C[C@@H](OC)[C@@H](C)CN(C)[C@H](C)CO2 | -5 | 0.0
O=C(C[C@@H]1C[C@@H]2c3cc(NC(=O)C4CCC4)ccc3O[C@@H]2[C@@H](CO)O1)NC1CCCC1 | -31 | 0.0
C[C@H](NC(=O)C[C@H]1C[C@H]2c3cc(NS(=O)(=O)c4ccc(F)cc4)ccc3O[C@H]2[C@@H](CO)O1)c1ccccc1 | ? | 0.0
CCCN1C[C@H](C)[C@H](OC)CN(C)C(=O)c2cc(NC(=O)C3CCC3)ccc2OC[C@@H]1C | -1 | 0.0

Taken from the listing for reference:
SMILES | DLD1 CTGF mRNA | Pax4 gene expression
CO[C@@H]1CC[C@@H]2CCOc3c(C#N)cccc3C(=O)N(C)C[C@@H](OC)[C@@H](C)C(=O)N(C)C[C@@H]1O2 | -33 | 0.0
O=C(C[C@H]1CC[C@H]2[C@@H](COC[C@@H](O)CN2Cc2ccc(Oc3ccccc3)cc2)O1)N1CCN(c2ccccc2)CC1 | -6 | 0.2
O=C(C[C@@H]1C=C[C@H](NC(=O)Cc2cccnc2)[C@H](CO)O1)NCc1ccc2c(c1)OCO2 | 0 | 0.0
COc1ccc(S(=O)(=O)N(C)C[C@H]2Oc3ccc(NC(=O)Nc4ccc(C(F)(F)F)cc4)cc3C(=O)N([C@@H](C)CO)C[C@H]2C)cc1 | -51 | 0.0
O=C(c1ccncc1)N1C[C@H]2[C@@H](c3ccccc31)[C@H](CO)N2Cc1ccccc1F | 0 | 0.0
CCS(=O)(=O)N1CC2(CN(CC3CCOCC3)[C@@H](CO)c3c2c2ccc(OC)cc2n3C)C1 | -25 | 0.0
Cc1noc(C)c1NC(=O)N(C)C[C@@H]1Oc2ccc(NC(=O)Cc3cn(C)c4ccccc34)cc2CC(=O)N([C@@H](C)CO)C[C@H]1C | -15 | 0.0
CO[C@H]1CN(C)C(=O)c2cc(NC(=O)NC3CCCCC3)ccc2OC[C@@H](C)N(CC2CCOCC2)C[C@@H]1C | -14 | 0.0
O=C1CCCc2cnnn2COCCN1 | 19 | 0.0
CC(C)C#Cc1ccc([C@@H]2[C@@H](CO)N3C(=O)CN(S(=O)(=O)c4ccccc4)C[C@H]23)cc1 | 17 | 0.0
C[C@@H]1CN([C@H](C)CO)C(=O)c2cc(NC(=O)Cn3cnnn3)ccc2O[C@H]1CN(C)C(=O)Nc1ccc2c(c1)OCO2 | -26 | 0.0
COc1ccccc1NC(=O)N[C@@H]1CC[C@@H](CCNS(=O)(=O)c2ccc(Cl)cc2)O[C@@H]1CO | 27 | 0.0
C[C@H]1CN([C@@H](C)CO)C(=O)CCCn2cc(nn2)CO[C@H]1CN(C)S(=O)(=O)c1cccc(C#N)c1 | -24 | 0.0
COc1cccc(-c2ccc([C@H]3[C@H](C#N)N(C(=O)Cc4ccncc4)[C@H]3CO)cc2)c1 | -34 | 0.0
CC(C)[C@H]1COCc2cn(nn2)CCC[C@H](C)C(=O)N1 | -16 | 0.0
O=C(c1ccc2c(c1)OCO2)N1C[C@@H]2[C@H](c3ccccc31)[C@H](CO)N2C(=O)CC1CC1 | 5 | 0.0
C[C@H]1CN([C@@H](C)CO)C(=O)CCCn2nncc2CO[C@H]1CN(C)C(=O)c1cc(-c2ccccc2)on1 | 12 | 0.0
CCC(=O)Nc1ccc2c(c1)C(=O)N(C)C[C@@H](OC)[C@H](C)CN(C(=O)Cc1cccnc1)[C@H](C)CO2 | 0 | 0.0
CCCNC(=O)Nc1ccc2c(c1)C(=O)N(C)C[C@@H](OC)[C@@H](C)CN(C)[C@H](C)CO2 | -5 | 0.0

New compounds follow.
SMILES | DLD1 CTGF mRNA | Pax4 gene expression
CNC[C@H]1OCc2ccccc2-c2ccccc2C(=O)N([C@H](C)CO)C[C@H]1C | -7 | 0.0
O=C(C[C@H]1C[C@H]2c3cc(NC(=O)Nc4ccccc4F)ccc3O[C@H]2[C@H](CO)O1)NCc1ccccn1 | -38 | 0.0
CCc1cnc(N2[C@H](C#N)[C@@H](c3ccc(C4=CCCCC4)cc3)[C@H]2CO)s1 | -78 | 0.0
CO[C@H]1CC[C@H]2CCOc3ccc(C#N)cc3C(=O)N(C)[C@@H](C)C(=O)N(C)C[C@H]1O2 | -18 | 0.0
COc1ccc2c3c(n(C)c2c1)[C@@H](CO)N(S(=O)(=O)c1cn(C)cn1)CC31CCN(C)CC1 | -12 | 0.0
C[C@@H]1CCCCO[C@H](CN(C)Cc2ccc3c(c2)OCO3)[C@@H](C)CN([C@@H](C)CO)C(=O)c2cc(NS(=O)(=O)c3cn(C)cn3)ccc2O1 | 4 | 0.0
CN1C(=O)c2cc(NC(=O)c3cccc(C(F)(F)F)c3)ccc2OC[C@@H]2O[C@H](CC(=O)NCCN3CCCC3)CC[C@H]21 | -7 | 0.0
Cc1noc(C)c1NC(=O)N(C)C[C@@H]1OCc2ccccc2-c2c(n(C)c3ccccc23)C(=O)N([C@@H](C)CO)C[C@H]1C | -29 | 0.0
CCCC(=O)Nc1ccc2c(c1)C(=O)N(C)[C@H]1CC[C@H](CC(=O)NCc3cccc(F)c3)O[C@@H]1CO2 | -21 | 0.0
COCC(=O)N1[C@@H](CO)[C@@H]2c3ccccc3NC[C@@H]21 | -6 | 0.0
CCCNC(=O)N(C)C[C@H]1Oc2cc(C#C[C@@H](C)O)ccc2S(=O)(=O)N([C@H](C)CO)C[C@H]1C | 11 | 0.0
O=C([C@H]1[C@H](CO)[C@H]2Cn3c(ccc(C4=CCCCC4)c3=O)[C@@H]1N2Cc1nccs1)N1CCCCC1 | 31 | 0.0
C[C@H]1CN([C@@H](C)CO)C(=O)CCCn2cc(nn2)CO[C@H]1CN(C)C(=O)Nc1ccc2c(c1)OCO2 | 7 | 0.0
COc1cccc(C(=O)Nc2ccc3c(c2)C(=O)N(C)[C@@H]2CC[C@@H](CC(=O)N[C@@H](C)c4ccccc4)O[C@H]2CO3)c1 | -141 | 0.0
C[C@H]1CN([C@@H](C)CO)C(=O)CCCn2nncc2CO[C@H]1CN(C)CC1CCCCC1 | 22 | 0.0
C[C@H]1CN([C@@H](C)CO)C(=O)c2c(c3ccccc3n2C)-c2ccccc2CO[C@@H]1CN(C)S(=O)(=O)c1ccc([N+](=O)[O-])cc1 | 24 | 0.1
COCC#Cc1ccc([C@@H]2[C@H]3CN(Cc4cccnc4)CCCCN3[C@H]2CO)cc1 | -14 | 0.0
CC(=O)N1[C@H](CN(CC(C)C)C(=O)c2ccccn2)[C@@H](c2ccccc2)[C@@H]1CO | 13 | 0.0
CCCNC(=O)Nc1ccc2c(c1)OC[C@H](C)N(C(=O)C1CCOCC1)C[C@H](C)[C@H](OC)CN(C)C2=O | 2 | 0.0

An excerpt, so the mix of outcomes need not match the whole.
